# High-throughput results: PubChem BioAssay, several laboratories
# TWEAK Fn14 block: inhibitors of TWEAK-Fn14 interaction signaling; 2% of 360,000 active; TWEAK-stimulated Fn14 reporter cells, luciferase luminescence, 8 h; inhibition, % at 10 µM; in the data active = inhibition above about 50%
# LMP1 NFkB inh: reduces LMP1-driven NF-kappaB luciferase signal | LMP1-induced NF-kappaB luciferase reporter cells, luminescence | inhibition, % at 12.5 µM | 0.69% of 350,000 active; in the data active = inhibition above about 41%;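 also: 0% = neutral control wells and 100% = reference inhibitor control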
# TROY NFkB inh: blocks TROY-dependent signaling in reporter cells. Q293 LMP1-TROYcd NF-kB luciferase reporter, 4 h. inhibition, % at 10 µM. 0.98% of 360,000 active. AID 1347056;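 active = compounds whose plate-normalised and pattern-corrected inhibition of the luciferase reporter signal at the single screening dose is 50% or more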
# KKLEB tox: reduces viability of KKLEB cystic fibrosis airway cells; KKLEB CF airway cells viability, ATPlite luminescence, overnight; stronger effect = lower value; cells stimulated with P. aeruginosa culture filtrate; activity change (cytotoxicity), % at 5 µM; 0.36% of 360,000 active; AID 602141;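 active = corrected activity change at or below -50% at 5 µM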
# LRH-1 inv ag: suppresses constitutive activity of human LRH-1; O00482; HEK293T StAR-luciferase reporter, LRH-1 transfected, 24 h; inhibition, % at 3.6 µM; 0.13% of 360,000 active; AID 602396;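 active = inhibition above the mean inhibition of all tested compounds plus 3 SD, cut at about 73% in these data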;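 also: 0% = DMSO wells and 100% = reporter-only cells lacking LRH-1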
# Target sequence (O00482 whole entry, looked up): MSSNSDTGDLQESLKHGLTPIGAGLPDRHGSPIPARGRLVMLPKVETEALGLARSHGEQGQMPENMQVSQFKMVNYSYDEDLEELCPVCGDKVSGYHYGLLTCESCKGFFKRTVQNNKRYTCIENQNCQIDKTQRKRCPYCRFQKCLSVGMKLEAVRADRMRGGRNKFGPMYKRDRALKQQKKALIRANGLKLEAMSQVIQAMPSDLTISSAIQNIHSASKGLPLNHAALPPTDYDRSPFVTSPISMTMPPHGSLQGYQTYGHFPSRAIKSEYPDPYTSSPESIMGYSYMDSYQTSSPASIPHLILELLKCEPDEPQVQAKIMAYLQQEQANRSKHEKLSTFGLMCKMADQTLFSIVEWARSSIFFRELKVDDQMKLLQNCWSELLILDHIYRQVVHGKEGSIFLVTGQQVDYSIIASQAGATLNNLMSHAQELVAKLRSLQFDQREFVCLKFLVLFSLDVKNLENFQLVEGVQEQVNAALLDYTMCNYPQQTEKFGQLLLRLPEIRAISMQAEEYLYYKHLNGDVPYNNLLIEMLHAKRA
# NCOA3 inh: inhibitors of human steroid receptor coactivator 3 (SRC3) | Q9Y6Q9 | HEK293 GAL4-SRC3 luciferase reporter, luminescence | inhibition, % at 3.6 µM | 0.17% of 360,000 active;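 active = inhibition above a per-campaign cutoff, the mean of all compounds plus 3 SD, cut at about 60% in these data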;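 also: 0% = DMSO-treated cells and 100% = gossypol-treated cells at 36 µM; higher means less SRC3-driven luciferase light from the GAL4 reporter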
# Shn3 inh set2: Schnurri-3 reporter inhibition in Clone20 osteoblasts; Clone20 osteoblast Shn3 3'UTR firefly luciferase, 24 h; inhibition, % at 12.5 µM; 0.52% of 360,000 active; AID 588674;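 active = mean inhibition of at least 75% with every replicate also reaching 75%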;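 also: 0% = median of neutral control wells and 100% = pilot-screen positive control compound; some compounds past the cut are filed as inactive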
# NR2F2 inh: blocks human COUP-TFII nuclear receptor. P24468. HEK293T NGFI-A luciferase reporter, luminescence. inhibition, % at 8.6 µM. 0.7% of 370,000 active. AID 686940;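 active = inhibition above a per-plate cutoff, mean inhibition of test wells between control levels plus 3 SD, cut at about 38% in these data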;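 also: cells cotransfected with COUP-TFII expression vector driving the NGFI-A reporter; 0% = median of COUP-TF2 test wells and 100% = reporter-only cells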
# Target sequence (P24468 whole entry, looked up): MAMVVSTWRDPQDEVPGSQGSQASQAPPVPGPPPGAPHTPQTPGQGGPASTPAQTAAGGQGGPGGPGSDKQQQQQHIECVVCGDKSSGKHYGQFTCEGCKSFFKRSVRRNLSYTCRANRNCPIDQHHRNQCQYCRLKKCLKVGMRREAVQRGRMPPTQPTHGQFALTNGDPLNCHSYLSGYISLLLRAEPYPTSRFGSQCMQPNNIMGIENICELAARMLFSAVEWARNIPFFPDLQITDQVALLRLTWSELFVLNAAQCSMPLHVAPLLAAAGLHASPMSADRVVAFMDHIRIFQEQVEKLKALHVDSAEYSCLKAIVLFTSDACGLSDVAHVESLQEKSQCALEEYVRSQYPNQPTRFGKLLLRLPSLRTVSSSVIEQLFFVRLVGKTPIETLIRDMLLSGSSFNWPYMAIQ
# TRAIL sens C8: caspase-8 TRAIL sensitization | NB7+C8 cells + TRAIL, ATPlite viability luminescence | inhibition (viability loss, TRAIL sensitization), % at 10 µM | 1% of 360,000 active;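 active = compounds causing at least 50% loss of cell viability in the single-dose screen, relative to plate controls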
# NCOA1 inh: inhibits human SRC1 coactivator; Q15788; HEK293 GAL4-SRC1 luciferase reporter, luminescence; inhibition, % at 3.6 µM; 0.12% of 360,000 active;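 active = inhibition above the campaign mean plus 3 SD, with each screening campaign given its own cutoff, cut at about 60% in these data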;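 also: 0% = DMSO treated cells and 100% = gossypol at 36 µM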
# CF NFkB inh: inhibitors of cystic fibrosis induced NF-kB | KKLEB NF-kB-GFP reporter, PAF-induced, GFP fluorescence overnight | inhibition, % at 5 µM | 0.86% of 360,000 active | AID 588850;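 active = at least 50% inhibition at 5 µM, scaled per plate between neutral and stimulator controls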;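 also: PAF is a Pseudomonas aeruginosa culture filtrate used as stimulus; plate controls were PAF-stimulated DMSO wells for no effect and unstimulated DMSO wells for full effect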
# Starred values were filed as active, the others as inactive; x = no result given. Not all compounds are listed. The share of hits here may be higher or lower than overall.
smiles	TWEAK Fn14 block	LMP1 NFkB inh	TROY NFkB inh	KKLEB tox	LRH-1 inv ag	NCOA3 inh	Shn3 inh set2	NR2F2 inh	TRAIL sens C8	NCOA1 inh	CF NFkB inh
COc1ccc(OC)c(C(C)NC(=S)NC2CCCCC2)c1 (stereo not drawn)	38	-12	14	35	-11	10	0	4	0	-18	-36
COc1ccccc1N1CCN(C(=O)c2ccc(Cn3c(=S)[nH]c4cc5c(cc4c3=O)OCO5)cc2)CC1	17	7	13	-5	-24	-5	23	-14	-10	-8	3
NC(=O)c1ccc[n+](Cc2cccc3ccccc23)c1	-14	-10	5	-1	-8	-11	10	2	-2	7	11
CC(C)n1nccc1N(Cc1ccc(C#N)cc1)S(=O)(=O)c1ccccc1	18	5	-17	-2	-4	-11	12	12	6	-22	5
O=C(CCC(=O)N/N=C/c1ccc(Br)o1)N/N=C/c1ccc(Br)o1	3	1	-9	-30	11	-14	3	-10	8	6	4
COc1ccc(CNC(=O)C2CCN(S(=O)(=O)N3CCOCC3)CC2)cc1	-11	8	7	3	-16	5	4	-13	-9	-9	5
CC(=O)c1cccc(NC(=O)CSc2nc(N3CCCCC3)nc(N3CCCCC3)n2)c1	54*	-36	57*	-2	-24	-29	-15	15	-9	-1	-17
O=C(NCCOc1ccccc1)c1ccccc1	55*	12	-16	-6	-126	-58	-36	-32	15	-100	2
O=C(NNC(=S)NCc1ccccc1)c1ccc2c(c1)OCO2	5	-7	-32	-1	4	33	-9	10	-3	9	22
N#C/C(C(=O)N1CCCCC1)=C1/N=C(N)c2ccccc21	-5	-7	-28	-2	-20	-3	-8	-12	-4	-20	0
CC(=O)C1=C(O)C(=O)N(c2cccnc2)C1c1ccc(Cl)cc1 (stereo not drawn)	1	0	-2	10	17	14	-5	-7	17	-3	3
Cc1ccc(/C=C/C(=O)C2C(=O)c3ccccc3C2=O)cc1	13	47*	-6	-36	-39	-55	1	-10	85*	-49	-2
Cc1nc2ccccn2c1C(=O)Nc1ccc(Cl)cc1	-54	-27	-38	-5	-54	-10	-15	-6	6	-52	-5
CC(C)N1C(=O)C(=O)N(CC(=O)N(C)c2ccccc2)C1=O	3	5	-9	13	-4	4	-4	-8	-2	-14	-8
O=C1C2C3C=CC(C4CC34)C2C(=O)N1/N=C/c1ccc(-c2ccc(Cl)cc2[N+](=O)[O-])o1 (stereo not drawn)	9	4	-6	0	6	-23	19	-6	7	1	-15

# 3 of the compounds above, with each value named.
compound: N#C/C(C(=O)N1CCCCC1)=C1/N=C(N)c2ccccc21
  TWEAK Fn14 block = -5	LMP1 NFkB inh = -7	TROY NFkB inh = -28	KKLEB tox = -2	LRH-1 inv ag = -20	NCOA3 inh = -3	Shn3 inh set2 = -8	NR2F2 inh = -12	TRAIL sens C8 = -4	NCOA1 inh = -20	CF NFkB inh = 0

compound: CC(=O)C1=C(O)C(=O)N(c2cccnc2)C1c1ccc(Cl)cc1 (stereo not drawn)
  TWEAK Fn14 block = 1	LMP1 NFkB inh = 0	TROY NFkB inh = -2	KKLEB tox = 10	LRH-1 inv ag = 17	NCOA3 inh = 14	Shn3 inh set2 = -5	NR2F2 inh = -7	TRAIL sens C8 = 17	NCOA1 inh = -3	CF NFkB inh = 3

compound: Cc1ccc(/C=C/C(=O)C2C(=O)c3ccccc3C2=O)cc1
  TWEAK Fn14 block = 13	LMP1 NFkB inh = 47*	TROY NFkB inh = -6	KKLEB tox = -36	LRH-1 inv ag = -39	NCOA3 inh = -55	Shn3 inh set2 = 1	NR2F2 inh = -10	TRAIL sens C8 = 85*	NCOA1 inh = -49	CF NFkB inh = -2

# Continuation.
smiles	TWEAK Fn14 block	LMP1 NFkB inh	TROY NFkB inh	KKLEB tox	LRH-1 inv ag	NCOA3 inh	Shn3 inh set2	NR2F2 inh	TRAIL sens C8	NCOA1 inh	CF NFkB inh
O=C(NCCc1c[nH]c2ccccc12)C(=O)NCC(c1ccco1)N1CCN(c2ccccc2)CC1 (stereo not drawn)	25	-12	20	3	-38	24	6	-23	-5	5	0
Cc1ccc(C)n1-c1ccc(C(=O)NN=C2CCCC2)cc1	-14	-11	-14	2	-9	5	1	10	-8	-12	-1
COCCCNC(=S)Nc1c(C)cc(C)cc1C	2	-3	7	-1	2	18	-4	1	-5	-17	5
O=C(NC(=S)Nc1cccc(O)c1)c1cncc(Br)c1	-2	5	-55	-5	-7	-6	37	-1	6	0	4
NC(=O)C1CCN(S(=O)(=O)c2cccc(C(=O)O)c2)CC1	18	5	21	8	-9	-16	-16	-6	-18	5	-9
Cc1cc(C(=O)CSc2nc(N)cc(N)n2)c(C)n1-c1cccc(C(F)(F)F)c1	-2	10	10	-2	-16	13	13	-4	10	-90	-4
CC(C)(C)c1nnc(N/N=C/c2ccccc2)n(N)c1=O	6	-29	-21	-4	1	-5	-36	19	2	-13	-4
COc1ccc(C(=O)NCCS(=O)(=O)N(C)C2CCCCC2)cc1	10	-10	13	-8	-4	-1	-17	4	5	-10	10
CN(C)c1ccc(NC(=O)Nc2csc3ccccc23)cc1	37	-10	31	13	0	-29	-13	-42	1	-24	6
COc1ccccc1C(=O)COC(=O)Cn1nc(C)c([N+](=O)[O-])c1C	-7	-3	7	-26	4	10	-6	-14	0	-35	18
CC(OC(=O)C1=COCCO1)C(=O)NC1CCCCC1C (stereo not drawn)	-8	-1	2	23	12	9	-6	9	5	-5	-19
O=C(NC1(c2ccccc2)CC1)C1CCC(=O)N(Cc2ccc(Cl)cc2)C1 (stereo not drawn)	-20	-5	4	-2	9	-4	6	-22	-10	-30	11
O=S(=O)(c1ccc(NCCCO)nc1)N1CCOCC1	1	10	-8	3	14	-14	-13	3	-23	0	5
COc1ccc(CC(N)c2csc(NC(=O)NCc3ccccc3)n2)cc1 (stereo not drawn)	-2	x	16	-11	-12	-14	-8	7	-2	-1	6
COc1cccc(CN(C)CC(=O)Nc2cccc3ccccc23)c1	-21	-7	1	-5	13	14	8	11	14	-28	20

# (further entries)
# Every second line gives: TWEAK Fn14 block | LMP1 NFkB inh | TROY NFkB inh | KKLEB tox | LRH-1 inv ag | NCOA3 inh | Shn3 inh set2 | NR2F2 inh | TRAIL sens C8 | NCOA1 inh | CF NFkB inh
O=C(Nc1cc(-c2ccccc2)cs1)c1ccco1
 : -21 | -26 | -64 | 11 | -98 | -75 | -18 | -36 | 18 | -87 | -21
Cc1ccc(NC(=O)c2oc3ccccc3c2C)nc1
 : -12 | -43 | -43 | -10 | -115 | -138 | -91 | -22 | 0 | -131 | -4
CC(C)(C)NC(=S)NC1CC1
 : 11 | -2 | 6 | 0 | -12 | -1 | 9 | 7 | 12 | -6 | 0
COc1ccc(-c2nn(-c3ccccc3)cc2C(=O)O)cc1
 : 1 | -1 | 6 | -3 | 18 | 8 | 2 | -12 | 5 | -10 | 5
O=C(/C=C/c1ccccc1)OCC(=O)N1CCN(c2ccccc2)CC1
 : 8 | 1 | 22 | -9 | -3 | -5 | 8 | 7 | -21 | 9 | 12
O=C(COC(=O)CCCN=C1NS(=O)(=O)c2ccccc21)NC(=O)NC1CCCC1
 : 3 | -6 | 8 | -7 | 5 | 14 | 6 | 20 | 10 | -4 | 0
COc1ccc(C(=O)Nc2ccc(-n3nncc3C(C)(C)C)cc2)cc1
 : 5 | 2 | -8 | -2 | 9 | 16 | 4 | 18 | -20 | -15 | -8
COc1ccc(C(=O)OCn2nnc3ccccc3c2=O)cc1[N+](=O)[O-]
 : 10 | -1 | 3 | -11 | -8 | 7 | -2 | -21 | -2 | -3 | 25
CCCn1nnnc1NCc1ccccc1OCc1ccc(F)cc1
 : -10 | 4 | -9 | 3 | 2 | 13 | -9 | -8 | 1 | 0 | -3
O=C(Cn1cnc2cc([N+](=O)[O-])ccc2c1=O)NC(=O)NCc1ccccc1
 : -1 | -2 | -7 | -1 | 7 | 6 | 11 | -21 | -4 | -6 | -16
CC(C)Oc1ccc(C(=O)N2CCN(C(=O)c3ccco3)CC2)cc1
 : 9 | -6 | 13 | 4 | 1 | -26 | 9 | -10 | 0 | 0 | -9
CCC(CO)NS(=O)(=O)c1cc(-c2nn(C)c(=O)c3ccccc23)ccc1C (stereo not drawn)
 : -8 | 13 | -31 | -11 | 10 | 8 | 6 | -25 | -7 | -7 | -6
CCOC(=O)c1ccc(N=Nc2c(C)[nH]n(-c3ccccc3)c2=O)cc1
 : -8 | 8 | 20 | 0 | 7 | -28 | 9 | 12 | 10 | 4 | -28
NC(=O)CSc1nc2ccccc2c(=O)n1Cc1ccccc1
 : 5 | 11 | 6 | -7 | 13 | 11 | 10 | 10 | 2 | 10 | 9
Cc1ccc(C(=O)N2CCN(c3ccc(NC(=O)c4ccc(Br)o4)cc3)CC2)cc1
 : 16 | -1 | 43 | 17 | -7 | 1 | 22 | 15 | 1 | 7 | -5
CC(=O)c1sc(=S)n(Cc2ccccc2)c1C
 : 4 | 1 | -3 | 8 | -4 | 2 | 8 | 7 | -8 | 6 | -2
COc1ccccc1C(=O)NNC(=O)c1cccc(Br)c1
 : 9 | -3 | -31 | -1 | -87 | -98 | -58 | -31 | 12 | -75 | -3
CC(C)c1nnc(NC(=O)CCC(=O)NCc2cccs2)s1
 : -4 | -8 | -5 | 0 | -32 | -6 | -12 | -12 | 5 | -11 | -11
Cc1ccc(-c2nc(Nc3ccc(N4CCOCC4)cc3)c3ccccc3n2)cc1
 : -10 | -23 | -16 | -18 | 5 | -2 | 10 | -4 | 25 | 18 | 8
CCOC(=O)CSc1nnc(CSc2nc3ccccc3c(=O)[nH]2)n1-c1ccccc1
 : 16 | 2 | -3 | -2 | -3 | 7 | -4 | 18 | 5 | -15 | 18
O=C(CSc1ccccn1)N1CCN(c2ccccc2)CC1
 : 6 | -8 | 3 | 13 | -11 | -18 | 13 | x | 23 | -35 | 9
CCC1(C)NC(=O)N(CC(=O)c2cc(C)n(C3CC3)c2C)C1=O (stereo not drawn)
 : 1 | -11 | -5 | -20 | 5 | -42 | -6 | -10 | 1 | -6 | 5
O=C(c1ccoc1)N1CCCC(N2CCN(c3cccc(C(F)(F)F)c3)CC2)C1 (stereo not drawn)
 : -2 | 3 | 2 | 8 | 31 | 17 | 7 | 3 | 12 | 9 | -10
CN(C(=O)COC(=O)c1ccccc1SCC(=O)N1CCCC1)c1ccccc1
 : 5 | -9 | -6 | 9 | -11 | -25 | -14 | 0 | 9 | -25 | -43
CC(=O)Nc1ccc(S(=O)(=O)N(C#N)c2nc(C)cc(C)n2)cc1
 : 4 | 6 | -8 | 0 | -22 | -9 | 0 | 4 | -16 | 7 | 9

# An excerpt from above in order of molar mass, descending:
# Every second line gives: TWEAK Fn14 block | LMP1 NFkB inh | TROY NFkB inh | KKLEB tox | LRH-1 inv ag | NCOA3 inh | Shn3 inh set2 | NR2F2 inh | TRAIL sens C8 | NCOA1 inh | CF NFkB inh
CN(C(=O)COC(=O)c1ccccc1SCC(=O)N1CCCC1)c1ccccc1
 : 5 | -9 | -6 | 9 | -11 | -25 | -14 | 0 | 9 | -25 | -43
COc1ccccc1C(=O)NNC(=O)c1cccc(Br)c1
 : 9 | -3 | -31 | -1 | -87 | -98 | -58 | -31 | 12 | -75 | -3
O=C(CSc1ccccn1)N1CCN(c2ccccc2)CC1
 : 6 | -8 | 3 | 13 | -11 | -18 | 13 | x | 23 | -35 | 9
